PLK1 PBD inh: Plk1 polo box domain binding inhibitors, primary screen, biochemical, fluorescence polarization. Serine/threonine-protein kinase PLK1 (Homo sapiens), P53350. Plk1 PBD phosphopeptide binding. inhibition, %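 (tested at about 20 µM)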. actives 0.13% (n = 97,000); in the data active = inhibition above about 34%, passing the limit was not always enough
CYP2C19 activ: human CYP2C19 activators, primary screen, biochemical, luminescence | Cytochrome P450 2C19 (Homo sapiens), P33261 | recombinant CYP2C19, luciferin-H EGE luminescence; hits give high values; 0 = fully inhibited enzyme, 1 = untreated enzyme | activation factor at 5 µM | 96,000 tested, under 10 active;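 active = activation factor of at least 2 at 5 µM in the primary screen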;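 also: 0 = wells with 2.5 mM tranylcypromine and 1 = vehicle-only wells; values of inactives mirror those of a sister screen read the other way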
PLAP act: PLAP enzyme activators, biochemical, luminescence, HTS; Alkaline phosphatase, placental type (Homo sapiens), P05187; purified PLAP enzyme, luminescent substrate read-out; hits give high values; activation fold at 20 µM; actives 1.2% (n = 96,000); in the data active = activation fold above about 2
Target sequence (P05187 whole entry, looked up): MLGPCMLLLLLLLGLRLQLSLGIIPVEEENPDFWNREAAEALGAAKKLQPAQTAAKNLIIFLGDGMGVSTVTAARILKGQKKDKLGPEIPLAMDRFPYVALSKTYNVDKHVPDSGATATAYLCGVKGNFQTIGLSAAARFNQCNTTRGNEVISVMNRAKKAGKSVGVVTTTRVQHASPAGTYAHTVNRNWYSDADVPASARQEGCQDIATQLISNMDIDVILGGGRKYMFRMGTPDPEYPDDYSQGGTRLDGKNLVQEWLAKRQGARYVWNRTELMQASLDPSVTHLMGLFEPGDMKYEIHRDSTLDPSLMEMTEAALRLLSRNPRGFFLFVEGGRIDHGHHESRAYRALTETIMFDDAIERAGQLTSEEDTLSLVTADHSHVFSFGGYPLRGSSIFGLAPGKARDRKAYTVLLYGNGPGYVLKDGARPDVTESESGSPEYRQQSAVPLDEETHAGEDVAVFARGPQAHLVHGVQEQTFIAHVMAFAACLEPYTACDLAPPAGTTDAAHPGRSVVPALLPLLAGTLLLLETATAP
EphB4 ephrin blk: EphB4-ephrin-B2 interaction antagonists, primary screen, biochemical, TNYL-RAW peptide probe, fluorescence polarization | EphB4 LBD / TNYL-RAW-Alexa532 peptide | actives 0.15% (n = 97,000) | inhibition, % at 7 µM;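 active = inhibition above the screen-wide mean inhibition plus 3 SD, cut at about 15% in these data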;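 also: 0% = DMSO wells and 100% = excess unlabeled TNYL-RAW peptide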
CYP2C9 act: human CYP2C9 activators, primary screen, biochemical, luminescence | actives 1.4% (n = 96,000) | activation factor at 5 µM | recombinant CYP2C9, luciferin-H conversion; hits give high values; factor 1 = untreated enzyme, 0 = blocked | Cytochrome P450 2C9 (Homo sapiens), P11712;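 active = activation factor of 2 or more for CYP2C9 at a 5 µM dose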;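 also: 0 = sulfaphenazole-blocked wells and 1 = vehicle-only wells; values of inactives mirror those of a sister screen read the other way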
Target sequence (P11712 whole entry, looked up): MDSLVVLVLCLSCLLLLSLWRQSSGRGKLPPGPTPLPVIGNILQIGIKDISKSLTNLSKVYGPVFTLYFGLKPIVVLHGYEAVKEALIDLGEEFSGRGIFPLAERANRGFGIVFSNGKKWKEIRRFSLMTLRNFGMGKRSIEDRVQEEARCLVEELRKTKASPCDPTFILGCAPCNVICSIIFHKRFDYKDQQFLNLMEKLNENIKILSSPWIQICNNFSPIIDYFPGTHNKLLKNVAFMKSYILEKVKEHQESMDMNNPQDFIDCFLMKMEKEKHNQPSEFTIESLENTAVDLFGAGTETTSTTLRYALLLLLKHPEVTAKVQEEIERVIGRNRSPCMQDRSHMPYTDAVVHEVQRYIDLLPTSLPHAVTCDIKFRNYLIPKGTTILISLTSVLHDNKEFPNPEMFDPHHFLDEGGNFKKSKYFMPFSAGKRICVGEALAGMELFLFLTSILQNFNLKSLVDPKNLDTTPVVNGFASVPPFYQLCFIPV
HIV Rev-RRE inh: HIV-1 Rev-RRE binding inhibitors, primary screen, biochemical, FRET, protein-RNA interaction; P05866; Rev peptide-RRE RNA binding; inhibition, % at 8 µM; actives 0.79% (n = 97,000); AID 704, 2007;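 active = inhibition above the screen-wide mean plus 3 SD, cut at about 35% in these data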;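 also: 0% = median DMSO wells and 100% = median Neomycin B control wells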
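Test system: labelled RRE RNA duplex and labelled Rev peptide. Times: 5 min compound–RNA preincubation, then 15 min with peptide, 25 °C. Doses: single-dose 8 µM. Measured by: FRET, excitation 480 nm, emission 540 nm donor and 671 nm acceptor. Measure: % inhibition of FRET ratio versus controls.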
PLK1 inh: human PLK1 kinase inhibitors, primary screen, biochemical, TR-FRET | actives 0.53% (n = 97,000) | Serine/threonine-protein kinase PLK1 (Homo sapiens), P53350 | inhibition, % at 10 µM | AID 619, 2007 | recombinant PLK1 kinase, TR-FRET peptide phosphorylation;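 active = inhibition of 50% or more in the single-concentration screen; inactive = inhibition below 50%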;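 also: 0% = DMSO max control and 100% = H-89 dihydrochloride min control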
CYP2C19 inh: blockers of cytochrome P450 2C19 activity – biochemical, luminescence, ADME assay, primary screen | P33261 | CYP2C19 Supersomes, luciferin-H EGE luminescence, 30 min | inhibition, % at 5 µM | actives 21% (n = 96,000) | AID 778, 2007;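 active = CYP2C19 inhibition above a set limit at 5 µM in the primary screen, cut at about 50% in these data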;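 also: plate controls were negative control wells for no effect and 2.5 mM tranylcypromine positive control for full effect; values of inactives mirror those of a sister screen read the other way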
CYP2C9 inhib: blockers of cytochrome P450 2C9 activity – biochemical, luminescence, ADME assay, primary screen. CYP2C9 Supersomes, luciferin-H conversion. inhibition, % at 5 µM. actives 20% (n = 96,000). AID 777, 2007;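 active = blocking of liver enzyme CYP2C9 beyond about 50% at 5 µM, limit read from the data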; also: values of inactives mirror those of a sister screen read the other way
Starred values were filed as active, the others as inactive; nt = no result given.

SMILES	PLK1 PBD inh	CYP2C19 activ	PLAP act	EphB4 ephrin blk	CYP2C9 act	HIV Rev-RRE inh	PLK1 inh	CYP2C19 inh	CYP2C9 inhib
C#CCOc1c(Br)cc(/C=N\NC(=O)CN2CCOCC2)cc1OCC	-15.9	0.7	1.7	3.0	0.4	8.2	-14.4	31.2	58.8*
NC(=O)N1c2ccccc2CC(=O)c2ccccc21	-19.7	0.9	1	7.5	0.9	20.4	-15.6	6.0	7.0
Cc1ccc(C(=O)Nc2c(C(=O)N3CCOCC3)cnn2-c2ccccc2)cc1	-16.6	1.2	1.3	-4.3	1.2	-1.2	0.0	-17.3	-16.3
Cc1cccc(C)c1N(CC(=O)Nc1cc(Cl)ccc1Oc1ccccc1)S(C)(=O)=O	-41.4	1	1.1	4.8	0.3	10.6	-6.1	-3.8	66.0*
N#CC(C(=O)OCc1ccccc1)c1nc2ccccc2nc1N1CCOCC1 (stereo unspecified)	-0.7	0.5	1.1	-1.2	0.6	3.6	8.6	50.3*	39.7
Cc1csc(OCC(=O)Nc2ccc(C)c(C)c2)n1	-14.5	0.8	1.2	-3.5	1	8.3	-5.3	15.8	4.4
COc1ccc(NC(=O)c2ccco2)cc1NC(=O)c1cccc(OC(C)C)c1	-6.3	0.4	1.3	-11.0	0.6	10.2	-6.7	63.7*	44.0
CCCOc1cccc(OCCSc2nc(C)cc(=O)[nH]2)c1	17.1	0.5	1.2	8.0	0.5	6.4	-9.1	45.7	51.2*
CCC(=O)Nc1sc2c(c1C(=O)N(C)C)CCCCC2	-1.0	nt	nt	-1.9	nt	2.6	-11.8	nt	nt
CN=C1c2c(-c3ccccc3)c3cc(OC)ccc3n2CCN1C	-18.5	1	1	1.9	1.1	2.6	-4.9	4.9	-6.4
CCOc1ccc(-c2[nH]ncc2Oc2ccccc2OCC)c(O)c1	8.6	0.1	2.5*	1.6	0.1	16.1	-7.7	90.4*	88.2*
CCOC(=O)N1CCN(C(=O)C(C)SCc2ccccc2)CC1 (stereo unspecified)	4.2	0.8	1	-6.8	0.6	4.3	-0.1	15.7	38.9
O=C(Nc1ccc(Cl)cc1)NC1(C(=O)NCCCN2CCOCC2)CCCCC1	-14.7	0.6	2.7*	-1.7	0.7	1.4	6.1	36.0	29.5
Cc1cc(C)n2nc(C(=O)N3CCOCC3)nc2n1	-1.4	1	1	-3.7	1.1	3.8	-17.9	-4.5	-8.0
Cc1ccc(Nc2c([N+](=O)[O-])ccc3c2=NC2(CCCCC2)N=3)cc1	4.2	0.9	0.9	-1.6	0.7	4.9	-5.2	6.7	32.3
COc1cccc(CNCC(=O)N2C(C)CCCC2C)c1 (stereo unspecified)	-2.0	0.5	1.3	1.2	0.9	1.2	-9.5	49.1	12.4
CNc1nc(C)c(C#N)c(-c2ccccc2)c1C(C)=O	22.2	0.5	0.7	-5.3	0.7	1.0	-10.3	54.8*	32.8
Nc1nnc(SCc2ccc(F)cc2)s1	19.8	0.3	0.9	-1.4	0.7	6.8	-5.4	69.9*	33.0
Cc1cc(C)n(CC(C)O)c(=O)c1C#N (stereo unspecified)	-1.8	0.9	0.9	0.9	1	10.9	-16.7	8.4	-0.5
Cc1c(C(=O)Nc2ccccc2-c2ccccc2)cccc1[N+](=O)[O-]	-13.9	0.2	1	3.8	0.8	0.0	0.6	80.3*	22.9
COc1ccc(CCNC(=O)CCCN2C(=O)c3ccccc3C2=O)cc1OC	-3.2	0.6	1.1	1.3	0.8	7.7	-11.4	38.6	15.5
Cc1c(N=C2SCC(=O)N2c2c(C)n(C)n(-c3ccccc3)c2=O)c(=O)n(-c2ccccc2)n1C	2.7	1	1.2	-3.5	1	1.7	-2.2	4.5	-1.0
COc1ccc(C2CC(=O)C=C(NCCC(C)C)C2)cc1 (stereo unspecified)	5.0	nt	nt	-9.2	nt	7.2	-1.0	nt	nt
Cc1cc(C)n2nc(SCC(=O)c3ccc[nH]3)nc2n1	-4.5	0.7	1.5	-11.1	0.5	0.1	-3.1	30.5	54.6*
CCOc1cccc(-c2nnc(SCC(=O)Nc3cc(OC)cc(OC)c3)n2N)c1	23.1	1	0.7	0.4	0.9	10.1	0.6	0.8	6.9
Cc1ccccc1NC(=O)N(C(C)C)C(C)C	13.0	0.9	0.9	-1.3	0.8	10.9	-8.3	7.0	15.9
COc1ccc([N+](=O)[O-])cc1C1NN=C(c2ccccc2O)S1 (stereo unspecified)	9.9	0.9	1.1	9.7	0.9	8.6	-15.2	10.7	13.8
CCOC(=O)c1nnn(-c2nonc2N)c1CNC(C)C	9.9	0.5	1.1	-2.8	0.9	0.2	-15.6	48.8	11.0
CCc1ccc(CN2C(=O)CCC2(C)C(=O)NC2CCCC2)cc1 (stereo unspecified)	21.3	0.8	1.1	2.5	0.9	2.6	-8.9	16.7	9.2
O/N=C1\CC/C(=N\O)c2nn(-c3ccccc3Cl)nc21	2.1	1.2	1	-1.6	1.2	4.0	20.0	-17.0	-17.2
O=C1CCCc2oc3ccc(O)cc3c21	5.8	nt	nt	-7.2	nt	3.5	-10.0	nt	nt
Cc1c(NC(=O)CSc2nncc3ccccc23)c(=O)n(-c2ccccc2)n1C	31.3	nt	nt	8.9	nt	2.4	0.1	nt	nt
Cc1ccccc1Sc1ncnc2onc(C)c12	-2.9	0	1.5	2.6	0.5	7.7	-4.8	96.2*	48.8
O=C(O)c1n[nH]c2c1CCCCC2	1.8	1	1.1	-3.1	0.8	3.5	5.5	3.7	15.5
N/C(Cc1ccc([N+](=O)[O-])cc1)=N\OC(=O)C(c1ccccc1)c1ccccc1	-5.1	0.7	0.8	1.6	0.5	14.8	-13.1	29.2	54.2*
Cc1cc(NC(=O)c2ccc(NC(=O)C(C)C)cc2)no1	-0.9	1	0.8	-3.0	0.9	0.1	-12.8	4.5	13.1
CN(C)c1ccc(-c2nn3c(C4CCCCC4)nnc3s2)cc1	-19.6	0.5	1.7	-2.2	0.5	8.8	-13.3	51.7*	54.7*
N#Cc1c(C(F)(F)F)cc(C2CC2)[nH]c1=O	nt	1	0.9	nt	1.1	nt	nt	-1.2	-14.0
CC1CCCN(C(=O)c2ccc(COc3ccccc3Br)cc2)C1 (stereo unspecified)	-9.1	0.6	1.3	-0.2	0.9	9.6	-10.8	37.4	7.7
CCCc1cc(C(=O)Nc2ccc(F)cc2F)no1	-7.9	1.1	1	-2.2	1.1	5.3	-1.6	-10.6	-7.3

An excerpt of these results, with values under each structure.
Results follow in this order: PLK1 PBD inh	CYP2C19 activ	PLAP act	EphB4 ephrin blk	CYP2C9 act	HIV Rev-RRE inh	PLK1 inh	CYP2C19 inh	CYP2C9 inhib
Cc1ccccc1NC(=O)N(C(C)C)C(C)C
 : 13.0	0.9	0.9	-1.3	0.8	10.9	-8.3	7.0	15.9
COc1ccc([N+](=O)[O-])cc1C1NN=C(c2ccccc2O)S1 (stereo unspecified)
 : 9.9	0.9	1.1	9.7	0.9	8.6	-15.2	10.7	13.8
CCOC(=O)c1nnn(-c2nonc2N)c1CNC(C)C
 : 9.9	0.5	1.1	-2.8	0.9	0.2	-15.6	48.8	11.0
CCc1ccc(CN2C(=O)CCC2(C)C(=O)NC2CCCC2)cc1 (stereo unspecified)
 : 21.3	0.8	1.1	2.5	0.9	2.6	-8.9	16.7	9.2
O/N=C1\CC/C(=N\O)c2nn(-c3ccccc3Cl)nc21
 : 2.1	1.2	1	-1.6	1.2	4.0	20.0	-17.0	-17.2
O=C1CCCc2oc3ccc(O)cc3c21
 : 5.8	nt	nt	-7.2	nt	3.5	-10.0	nt	nt
Cc1c(NC(=O)CSc2nncc3ccccc23)c(=O)n(-c2ccccc2)n1C
 : 31.3	nt	nt	8.9	nt	2.4	0.1	nt	nt
Cc1ccccc1Sc1ncnc2onc(C)c12
 : -2.9	0	1.5	2.6	0.5	7.7	-4.8	96.2*	48.8
O=C(O)c1n[nH]c2c1CCCCC2
 : 1.8	1	1.1	-3.1	0.8	3.5	5.5	3.7	15.5
N/C(Cc1ccc([N+](=O)[O-])cc1)=N\OC(=O)C(c1ccccc1)c1ccccc1
 : -5.1	0.7	0.8	1.6	0.5	14.8	-13.1	29.2	54.2*
Cc1cc(NC(=O)c2ccc(NC(=O)C(C)C)cc2)no1
 : -0.9	1	0.8	-3.0	0.9	0.1	-12.8	4.5	13.1

Other compounds.
SMILES	PLK1 PBD inh	CYP2C19 activ	PLAP act	EphB4 ephrin blk	CYP2C9 act	HIV Rev-RRE inh	PLK1 inh	CYP2C19 inh	CYP2C9 inhib
CCC(Sc1nc2ccccc2[nH]1)C(=O)Nc1cc(C)on1 (stereo unspecified)	nt	0.5	2.1*	nt	0.6	nt	nt	45.5	36.9
O=C(Nc1ccc2c(c1)OCCO2)c1cc(-c2ccccc2)nc2ccccc12	-23.0	0.8	0.9	5.9	0.6	-0.1	-6.9	24.0	44.0
CCN1CC2CCCC3(C1)C(=O)NC1(CCCCC1)N=C23 (stereo unspecified)	23.5	0.9	1	-0.5	0.8	2.4	4.0	7.7	15.4
C=CCN(C(=O)CNC(=O)c1ccco1)C(C(=O)NC1CCCCC1)c1ccc(F)cc1 (stereo unspecified)	12.3	0.9	1.2	-1.7	1.1	-0.5	-5.2	6.2	-5.1
C=CCOc1cccc(CNn2cn[nH]c2=S)c1	6.7	0.7	0.9	-3.4	1.2	5.8	-12.9	33.9	-16.1
O=C(c1cc(NC(=O)C23CC4CC(CC(C4)C2)C3)cc(NC(=O)C23CC4CC(CC(C4)C2)C3)c1)N1CCCCC1	15.8	nt	nt	0.8	nt	0.0	-7.8	nt	nt
CCOc1ccc2[nH]c(=S)[nH]c2c1	9.8	1.3	1.8	-4.7	1.1	2.3	-11.4	-28.3	-13.5
FC(F)(F)c1ccc2c(c1)nc1n2CCCC1	-16.2	1.1	1.2	2.9	1.1	4.3	-5.3	-7.5	-7.1
CC(C)(O)c1nnn(-c2ccccc2)c1C(F)(F)F	-12.2	0.3	0.9	3.4	1.1	8.0	-2.3	74.6*	-10.1
C=CCNC(=O)CCCOc1cc(C)ccc1C	-12.8	0.8	1.2	2.8	1.1	6.2	-10.6	22.9	-11.6
CCCc1ccc(OCc2ccc(C(=O)N3CCN(c4ccccn4)CC3)o2)c(OC)c1	-24.3	0.4	1	2.1	0.4	6.9	-7.1	56.6*	57.3*
COc1ccc(NC(=O)c2oc3ccc(S(=O)(=O)N4CCC5(CC4)OCCO5)cc3c2C)cc1	nt	0.9	1.5	nt	0.6	nt	nt	7.4	38.2

Screening results deposited in PubChem BioAssay by several laboratories.

Not a hit list. About 29% of those tested had a hit in this group.
